Screening results as filed in PubChem BioAssay.
GalR3 antagonist = GalR3 antagonists in HEK293 cells, primary screen, cell-based, fluorescence readout; AID 651719, 2012; inhibition, % at 3 µM; Galanin receptor type 3 (Homo sapiens), O60755; HEK293 GalR3-CNG cAMP membrane potential fluorescence; galR3 body fused to GalR1 C-terminus; actives 0.44% (n = 360,000);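 active = inhibition above the screen-wide average plus 3 SD, cut at about 13% in these data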;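 note: forskolin and galanin both at EC90 stimulate the cells; cAMP rise reported by CNG channel membrane potential dye signal; 0% = forskolin plus galanin with DMSO and 100% = forskolin alone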
Target sequence (O60755 1-299 limits assumed): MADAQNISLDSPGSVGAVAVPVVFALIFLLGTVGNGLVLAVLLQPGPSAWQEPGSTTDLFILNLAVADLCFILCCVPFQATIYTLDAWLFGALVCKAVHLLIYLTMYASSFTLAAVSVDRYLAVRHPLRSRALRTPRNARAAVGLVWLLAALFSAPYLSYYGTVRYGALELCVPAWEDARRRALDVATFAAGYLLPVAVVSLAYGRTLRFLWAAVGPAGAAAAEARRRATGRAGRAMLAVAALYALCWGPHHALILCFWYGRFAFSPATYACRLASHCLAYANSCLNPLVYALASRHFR
* marks the source's active call; other numbers are inactive results.

SMILES	GalR3 antagonist
CC(C)C[C@H]1CNC(=S)N1C[C@H]1CCCN1C[C@H](CC(C)C)N1C[C@H](Cc2ccc(O)cc2)N(CCc2ccccc2)C1=S	-7.6
CCCCC(=O)N(C)c1c(CC)nc2c(OCC(=O)N3CCOCC3)cccn12	-6.7
Cc1ccc(-c2csc(C(C)(O)c3ccc(F)c(F)c3)n2)cc1C (configuration not stated)	-4.5
COC(=O)C1=C(C)N(C)C(=NCC2CC2)NC1c1cccc(F)c1 (configuration not stated)	-6.5
COC(=O)[C@@]12C[C@@H](CC(=O)NCCCCc3ccccc3)C(=O)N(Cc3cccc4ccccc34)C1=CCC(C)(C)C2	-4.6
COC(=O)[C@@]12C[C@@H](CC(=O)NCCCN3CCCC3=O)C(=O)N(CCc3ccc(OC)c(OC)c3)C1=CCC(C)(C)C2	1.1
COC(=O)C1=C(C)N(Cc2ccccc2C(F)(F)F)C(=NCC2CC2)NC1CCc1ccccc1 (configuration not stated)	-10.3
COc1ccc(NC(=O)c2cc(-c3sc(NC(=O)c4ccccc4)nc3C)n(-c3ccc(Br)cc3)n2)cc1	-7.1
CC(=O)NC(C)(c1ccccc1)c1nc(-c2cccc(C(F)(F)F)c2)cs1 (configuration not stated)	-5.3
Cc1noc(C)c1S(=O)(=O)N(C)C[C@@H]1OCc2cn(nn2)CCCC(=O)N([C@H](C)CO)C[C@H]1C	-0.1
COC(=O)[C@]12C[C@H](CC(=O)N3CCC(c4ccccc4)CC3)C(=O)N(CCc3ccc(OC)c(OC)c3)C1=C[C@H](C(C)(C)C)O[C@@H]2C	-7.2
Cc1cccc(C)c1NC(=O)C(CCc1ccccc1)n1c(=O)c(-c2cc3ccccc3[nH]2)nc2ccccc21 (configuration not stated)	-4.7
Cc1ccc(-c2nc3c(Cl)cc(C(F)(F)F)cn3c2Cc2ccccc2C(F)(F)F)cc1	-5.1
Cc1cccc(C)c1NC(=O)C(c1ccncc1)n1c(=O)c(-c2ccco2)nc2ccccc21 (configuration not stated)	-1.6
CC(C)(C)C1CCSC2=NCCC[C@]2(c2ccccc2)C1 (some centres not stated)	-7.9
COc1ccc(CCN2C(=O)c3ccccc3C2c2nnnn2-c2ccc3c(c2)OCCO3)cc1OC (configuration not stated)	-4.6
CN(C)CCN(C)c1cc2c(c3c1ccn3C)C1CCC2O1 (configuration not stated)	-7.3
CCCNC(=O)C1(C)CCN(C(=O)c2oc3ccccc3c2C)C1 (configuration not stated)	1.1
O=C(Nc1ccccc1)C1Cc2c(-c3ccc(Cl)cc3)ccnc2O1 (configuration not stated)	0.2
COc1ccc(OC)c(NC(=O)Nc2nnc([C@@H]3O[C@H](CO)[C@@H](O)[C@H]3O)s2)c1	-6.6
CC(C)c1ccc(NC(=O)Nc2nc(C(N)c3ccccc3Cl)cs2)cc1 (configuration not stated)	-7.6
CCOC(=O)[C@@H]1CSCCS(=O)(=O)N1C(=O)[C@H](C)NC(=O)OC(C)(C)C	-6.6
NC(c1csc(Nc2nncc3ccccc23)n1)c1ccccc1Cl (configuration not stated)	-0.8
N#Cc1c(N)[nH]c(C(=O)c2ccccc2)c1-c1ccccc1Br	-6.8
CCCCc1c(-c2ccccc2OC)ncn1Cc1cccc(F)c1	-7.9
C[C@@H]1ON(C)[C@H]2C[C@H]3c4cc(-c5cccc(Cl)c5)ccc4CCN3C[C@@H]12	-4.0
COc1cc(=O)oc(C=O)c1C	-6.4
O=C(NCc1ccccc1Cl)c1csc(COCCO)n1	-5.5
Cc1ccccc1S(=O)(=O)N1CCCc2nc(-c3ccc(Br)cc3)ccc21	-6.0
O=C(Nc1ccc(Oc2ccccc2)cc1)c1csc(COCCO)n1	92.0*
CCc1ccc(C=C2SC(=S)N(CCCC(=O)Nc3ccc(C(=O)O)cc3)C2=O)cc1	-5.8
CC(C)NC(=O)C1(C)CCN1C(=O)c1c(F)cccc1F (configuration not stated)	-4.3
CCCCC[C@H](C)N1C[C@@H](COCc2ccccc2)Oc2cc(N3CCC[C@@H]3COC)ccc2S1(=O)=O	-4.6
COc1ccc(S(=O)(=O)NC(=O)C2(C)CCN2C(=O)C2(c3ccccc3)CC2)cc1 (configuration not stated)	-6.8
COc1ccc(N2C[C@@]3(O)CC[C@@H](O)[C@@H](OC)[C@@H]3[C@@]2(C)[C@H](O)CC=C(C)C)cc1	-4.1
Brc1ccc2nc(-c3ccc(CN4CCC(c5nc6ccccc6[nH]5)CC4)cc3)c(-c3ccccc3)nc2c1	-5.1
CC(=O)c1ccc(OCc2c(-c3ccccc3)nnn2CC(=O)NS(=O)(=O)c2ccccc2C)cc1	-8.2
COC(=O)[C@]12C[C@H](CC(=O)NCC34CC5CC(CC(C5)C3)C4)C(=O)N(Cc3ccccc3)C1=C[C@H](C(C)C)O[C@@H]2C1CC1	-7.4
CC1(C(=O)NCc2ccc(C(F)(F)F)cc2)CCN1Cc1ccccc1OC(F)F (configuration not stated)	-8.8
CC(c1nc2ccccc2[nH]1)n1c(=O)c(-c2cccs2)nc2ccccc21 (configuration not stated)	-4.4
C[C@@H]1ON(C)[C@H]2C[C@H]3c4[nH]c5c(-c6cc(Cl)cc(Cl)c6)cccc5c4CCN3C(=O)[C@@H]12	-5.1
COCCNc1ncnc2c1ncn2[C@H]1CN(Cc2ccc(Cl)cc2)C[C@@H](CO)O1	-5.3
CCCCS(=O)(=O)N1CCCc2nc(-c3ccccc3)ccc21	-6.4
O=C1NC[C@H](CCCCN2C[C@H](Cc3ccccc3)N(Cc3ccccc3)C(=O)C2=O)N(CC2CCCCC2)C1=O	-1.2
O=C(Nc1ccc2c(c1)OCO2)c1csc([C@@H]2C[C@H](O)[C@@H](CO)O2)n1	0.4
CC(=O)OCC(=O)NCC1CCN(C(=O)C(=O)c2cc3ccccc3o2)CC1	-3.9
Cc1ccc(S(=O)(=O)N2C[C@H]3[C@H]4C(=O)N(C5CCCCC5)C(=O)[C@H]4CC(=O)[C@H]3[C@@H]2c2cccc3ccccc23)cc1	1.9
CCC(c1nnnn1-c1c(C)cccc1C)N1CCN(c2cccc(C(F)(F)F)n2)CC1 (configuration not stated)	-7.6
O=C(NCC1CCCO1)c1[nH]c(C(F)(F)F)nc1-c1ccccc1 (configuration not stated)	-0.1
CN1CCN(C2CN(C3CCCC3)S(=O)(=O)C2)CC1 (configuration not stated)	-4.3

Next structures follow:
SMILES	GalR3 antagonist
Cc1ccc(F)cc1C(=O)N1CCOCC1c1cc(C(=O)NCc2ccccc2)no1 (configuration not stated)	-6.7
O=C(NCc1ccccc1)C(c1ccncc1)n1c(=O)c(-c2cc3ccccc3[nH]2)nc2ccccc21 (configuration not stated)	-5.6
C#Cc1ccc(NC(=O)C2(C)CCN2C(=O)c2ccccc2CCc2ccccc2)cc1 (configuration not stated)	-5.2
CCc1nc2c(OCC(=O)c3ccc(F)cc3)cccn2c1N(C)C(=O)c1ccc(OC)cc1	-8.0
CC(=O)c1ccc(Nc2nc(C(N)c3ccccc3Cl)cs2)cc1 (configuration not stated)	-4.0
O=S1(=O)N[C@H](Cc2ccccc2)COc2cc(N3CCCCC3)ccc21	-6.9
CC(C)Oc1cc(F)ccc1-c1cc(C(=O)NCC2CCCCC2)[nH]n1	-8.3
Cc1c(C(=O)NCc2ccc(Cl)c(Cl)c2)sc(=O)n1Cc1ccc(S(=O)(=O)N(C)C)cc1	0.0
OC[C@@H]1CN(CCc2ccccc2)C[C@H](n2cnc3c(NCc4ccc(F)cc4)ncnc32)O1	-7.7
COc1cccc(CNC(=O)[C@H]2CCCN2C(=O)[C@H]2CCCN2C(=O)N2CCCCC2)c1	-4.0
CC1=C[C@@H]2[C@H]3C(=O)N(Cc4ccccc4)C(=O)[C@H]3[C@@H]1[C@@H]1O[C@@]3(C(=O)N(C)c4ccccc43)C3=C(CCCC3=O)N21	-6.1
O=C(Cc1ccccc1)NC1CCCCC1	-0.5
Cc1cc(C(O)c2ncc(-c3cccc(F)c3)[nH]2)ccc1F (configuration not stated)	-6.5
Cc1noc(C)c1S(=O)(=O)NC(=O)C1(C)CCN1C(=O)Cc1ccc(Cl)cc1Cl (configuration not stated)	-3.0
CCOC(=O)C1=C(C(=O)OCC)C2N(Cc3ccc(Br)cc3)c3ccccc3[C@@]23C[C@@H](C(=O)OC)N(S(=O)(=O)c2ccc(OC)cc2)C3=N1 (some centres not stated)	-4.9
COc1cccc(CN2CCC2(C)C(=O)Nc2cccc3cccnc23)c1OC (configuration not stated)	-4.0
COC(=O)[C@H](CC(C)C)NC(=O)CC[C@H]1O[C@@H](n2ccc(=O)[nH]c2=O)[C@H](O)[C@@H]1O	-4.6
CCCCCCN1CCN(C2CN(Cc3cn(Cc4ccc(F)cc4)nn3)S(=O)(=O)C2)CC1 (configuration not stated)	-6.9
CC(C)(C)S(=O)(=O)/C(C#N)=C/c1cccn1S(=O)(=O)c1ccccc1	-2.9
COC(=O)[C@]1(CC(C)C)NC=C(C(=O)c2ccccc2)[C@@H]1c1cccc(C(F)(F)F)c1	-6.7

Of the compounds above, these contain an NH in an aromatic ring:
SMILES	GalR3 antagonist
Cc1cccc(C)c1NC(=O)C(CCc1ccccc1)n1c(=O)c(-c2cc3ccccc3[nH]2)nc2ccccc21 (configuration not stated)	-4.7
N#Cc1c(N)[nH]c(C(=O)c2ccccc2)c1-c1ccccc1Br	-6.8
Brc1ccc2nc(-c3ccc(CN4CCC(c5nc6ccccc6[nH]5)CC4)cc3)c(-c3ccccc3)nc2c1	-5.1
CC(c1nc2ccccc2[nH]1)n1c(=O)c(-c2cccs2)nc2ccccc21 (configuration not stated)	-4.4
C[C@@H]1ON(C)[C@H]2C[C@H]3c4[nH]c5c(-c6cc(Cl)cc(Cl)c6)cccc5c4CCN3C(=O)[C@@H]12	-5.1
O=C(NCC1CCCO1)c1[nH]c(C(F)(F)F)nc1-c1ccccc1 (configuration not stated)	-0.1
O=C(NCc1ccccc1)C(c1ccncc1)n1c(=O)c(-c2cc3ccccc3[nH]2)nc2ccccc21 (configuration not stated)	-5.6
CC(C)Oc1cc(F)ccc1-c1cc(C(=O)NCC2CCCCC2)[nH]n1	-8.3
Cc1cc(C(O)c2ncc(-c3cccc(F)c3)[nH]2)ccc1F (configuration not stated)	-6.5
COC(=O)[C@H](CC(C)C)NC(=O)CC[C@H]1O[C@@H](n2ccc(=O)[nH]c2=O)[C@H](O)[C@@H]1O	-4.6

The results go on.
SMILES	GalR3 antagonist
CC(C)Nc1nc(NCCOc2ccccc2Cl)c2sccc2n1	-5.9
COc1ccc(C(=O)N2CCCCC2c2cc(C(=O)NCc3ccccc3)no2)cc1 (configuration not stated)	-7.3
O=C(O)C1CCCN(C(=O)/C=C/c2ccccc2)CC1 (configuration not stated)	-3.7
CCc1nc2ccc(C(=O)Nc3cc(-c4ccccc4)ccc3OC)cn2c1N(C)CCC(C)C	5.8
CCC(CC)C(=O)N(C)c1c(C)nc2c(OCc3cccc(OC)c3)cccn12	-6.3
Cn1c(Oc2ccncc2)nc2cc(-c3ccsc3)sc2c1=O	-4.1
COc1ccc(OC)c(NC(=O)C2(C)CCN2Cc2ccccc2Cl)c1 (configuration not stated)	-6.2
COC(=O)/C=C1\OCc2cc(C)ccc21	-5.2
O=C(Nc1nnc([C@H]2C[C@H](O)[C@@H](CO)O2)s1)Nc1cccc(Cl)c1Cl	-6.9
CCCCN1C(=O)C(CC(=O)NC2CCCCC2)CC(C(=O)N2CCCCCC2)=C1C (configuration not stated)	-9.5
O=C(c1ccc(-n2cncn2)c2ccoc12)N1CCOCC1	0.4
CC(C)C[C@H]1CN([C@@H](CC(C)C)CN2CCC[C@H]2CN2C(=O)C(=O)NC[C@@H]2Cc2ccc(O)cc2)C(=O)C(=O)N1CC1CCCCC1	-3.1
CCCC[C@@H]1CNC(=O)C(=O)N1CCc1cccc(F)c1	-0.2
CCCCNc1ccc2c(c1)OC[C@H](C)NS2(=O)=O	-2.9
C[C@@H](NC(=O)[C@@H]1CCCN1C(=O)[C@@H]1CCCN1C(=O)c1ccccc1)c1ccccc1	3.4
COc1ccc([C@@H]2C[C@H]3[C@@H](CN2S(=O)(=O)c2ccccc2)C(=O)C[C@@H](c2ccc(OC)cc2)N3S(=O)(=O)c2ccccc2)cc1	-4.4
CC(C)C[C@H]1CN(CCCC[C@H]2CNC(=O)C(=O)N2CCc2ccc(O)cc2)C(=O)C(=O)N1CCc1ccccc1	-4.4
CCOC(=O)N(C)c1c(CC)nc2c(OCc3ccc(OC(F)F)cc3)cccn12	-3.8
CCCCNC(=O)C1(C)CCN1C(=O)c1ccncc1 (configuration not stated)	-7.2
CCCCc1c(-c2ccc(OC)c(OC)c2)ncn1CCc1ccccc1OC	-5.7
S=C(SCc1c(Cl)cccc1Cl)N1CCSCC1	-1.1
O=C(c1[nH]c(C(F)(F)F)nc1-c1ccccc1)N1CCC2(CC1)C(=O)NCN2c1ccccc1	-4.8
C[C@H](O)[C@@H]1CN2CCc3c([nH]c4c(-c5ccccc5)cccc34)[C@@H]2C[C@@H]1N(C)C(=O)NC1CCCCC1	-3.2
O=C(c1[nH]c(C(F)(F)F)nc1-c1ccccc1)N1CCCCC1	-7.5
CC(=O)c1ccc(-c2cnc3c(NC=O)cc(-c4ccc(C(=O)N5CCOCC5)cc4)cn23)cc1	-6.9
CCCNC(=O)C1(C)CCCN(C(=O)Cc2cccc(OC)c2)C1 (configuration not stated)	-1.9
O=[N+]([O-])c1ccc(Br)c(CN2CCN(c3ncc(Cc4ccccc4)cn3)CC2)c1	-2.9
CCOC(=O)[C@]12CCCC=C1N(Cc1ccco1)C(=O)[C@H](CC(=O)N1CCOCC1)C2	-6.5
COCCNC(=O)C1(C)CCCN(C(=O)c2ccco2)C1 (configuration not stated)	-5.8
COc1cc(NC(=O)c2ccc(-c3cccnc3)c3ccoc23)cc(OC)c1OC	1.0
CC1(C(=O)NCc2cccs2)CCN1C(=O)Cc1cccc2ccccc12 (configuration not stated)	-8.0
O=C(NCc1ccco1)Nc1c(Cl)cc(Cl)cc1Cl	-6.7
Nc1nc2ncccn2c1-c1ccc(C(F)(F)F)cc1	-0.1
O=C(NCCc1ccccc1Cl)[C@@H]1CCCN1C(=O)[C@@H](NC(=O)N1CCOCC1)C1CCCCC1	-6.5

An excerpt; rates above refer to the full screens.
